All columns: NCI-60 one-dose screen, growth in % after 48 h at 10 µM unless noted; 100 = growth as untreated, 0 = no growth, -100 = all killed.
ACHN: ACHN renal cancer; actives 4.9% (n = 81,000); AID 1794771
OVCAR-3: OVCAR-3 ovarian cancer; actives 7% (n = 79,000)
TK-10: TK-10 renal cancer cells. actives 3.9% (n = 81,000). AID 1794769
OVCAR-8: OVCAR-8 ovarian cancer. AID 1794782. actives 4.4% (n = 81,000)
CAKI-1: CAKI-1 renal cancer | actives 4.7% (n = 75,000) | AID 1794772
OVCAR-5: OVCAR-5 ovarian cancer; actives 2.9% (n = 82,000)
A498: A498 renal cancer cells | actives 5.4% (n = 76,000)
RXF 393: RXF 393 renal cancer cells | actives 6.9% (n = 77,000) | AID 1794773
The depositor's hits bear a star; & = joins results of further samples. The calls were made as follows: active = growth percent below 10; inactive = the rest. Only part of the results is shown; the hit share may differ from the screen's.

Results for O=C(C1=Cc2cc3ccccc3n2Cc2cnnn21)c1ccc(O)cc1 ?
ACHN: 75; OVCAR-3: 21; TK-10: 91; OVCAR-8: 65; CAKI-1: 38; OVCAR-5: 91; A498: 111; RXF 393: 59

What do the screens show for `O=C(/C=C/Nc1ccccc1)c1cc2cc(Br)ccc2oc1=O`?
ACHN: 101; OVCAR-3: 96; TK-10: 107; OVCAR-8: 100; CAKI-1: 90; OVCAR-5: 99; A498: 125; RXF 393: 97

How did CCCCCCCNc1ncncc1-c1ccc(C(F)(F)F)cc1 do in these assays?
ACHN: 100; OVCAR-3: 94; TK-10: 89; OVCAR-8: 93; CAKI-1: 85; OVCAR-5: 91; A498: 71; RXF 393: 78

How did COc1cc(C2=Nc3c(N)nc(N)nc3NC(c3cccc(Nc4ccnc5cc(Cl)ccc45)c3)C2)cc(OC)c1OC (stereo not drawn) do in these assays?
ACHN: 101; OVCAR-3: 92; TK-10: 96; OVCAR-8: 89; CAKI-1: 87; OVCAR-5: 112; A498: 92; RXF 393: 72

Results for COc1cc2c(cc1OC)=c1c(c(O)c3cccn13)N=2 ?
ACHN: 102; OVCAR-3: 100; TK-10: 91; OVCAR-8: 91; CAKI-1: 87; OVCAR-5: 92; A498: 74; RXF 393: 102

What do the screens show for `CCCN(CCC)S(=O)(=O)c1ccc(C(=O)O)cc1`?
ACHN: 94&89; OVCAR-3: 112&120; TK-10: 91&106; OVCAR-8: 97&109; CAKI-1: 56&98; OVCAR-5: 87; A498: 105&132; RXF 393: 60&114

Results for COc1cc(NCC(=O)Nc2cc(Nc3ccccc3Cl)ncn2)c(Cl)c(OC)c1Cl ?
ACHN: 95; TK-10: 127; OVCAR-8: 91; OVCAR-5: 106; A498: 88; RXF 393: 95

How did Cc1ccc(Nc2nc(N)nc(N)c2N=O)cc1 do in these assays?
ACHN: 82; OVCAR-3: 100; TK-10: 110; OVCAR-8: 96; CAKI-1: 85; OVCAR-5: 99; RXF 393: 100

Results for N=C(N)c1ccc(-c2ccc(-c3ccco3)o2)cc1 ?
ACHN: 79; OVCAR-3: 88; TK-10: 109; OVCAR-8: 76; CAKI-1: 55; OVCAR-5: 79; A498: 33; RXF 393: 62

What do the screens show for `NS(=O)(=O)Oc1ccc2c(c1)O/C(=C\c1cccc3ccccc13)C2=O`?
ACHN: 105; OVCAR-3: 105; TK-10: 93; OVCAR-8: 88; CAKI-1: 94; OVCAR-5: 92

Results for CC(=O)c1ccc2c(c1)Sc1ccccc1N2CCCN1CCN(CCO)CC1 ?
ACHN: 97; OVCAR-3: 96; TK-10: 99; OVCAR-8: 101; CAKI-1: 78; OVCAR-5: 100; A498: 80; RXF 393: 86

Results for COc1cc2[nH]c(O)c(C=O)c2cc1OC ?
ACHN: 99; OVCAR-3: 114; TK-10: 98; OVCAR-8: 97; CAKI-1: 80; OVCAR-5: 107; A498: 120; RXF 393: 133

What do the screens show for `Clc1ccc2c([C@H]3CC[C@H](c4c[nH]c5cc(Cl)ccc45)c4[nH]c5cc(Cl)ccc5c43)c[nH]c2c1`?
ACHN: 106; OVCAR-3: 107; TK-10: 99; OVCAR-8: 106; CAKI-1: 101; OVCAR-5: 112; RXF 393: 128

What do the screens show for `COc1ccc(-n2c(=S)sc3c(=O)[nH]c(C)nc32)c(OC)c1`?
ACHN: 100; OVCAR-3: 106; TK-10: 102; OVCAR-8: 90; CAKI-1: 93; OVCAR-5: 99; A498: 100; RXF 393: 117

What do the screens show for `COc1cccc(-c2nc3occn3c2-c2ccnc(NCCNS(=O)(=O)c3ccc(Cl)cc3)n2)c1`?
ACHN: 80; OVCAR-3: 104; TK-10: 120; OVCAR-8: 84; CAKI-1: 84; OVCAR-5: 130; RXF 393: 103

How did S=C1Nc2ccccc2Nc2ccccc21 do in these assays?
ACHN: 102; OVCAR-3: 103; TK-10: 97; OVCAR-8: 99; OVCAR-5: 105; A498: 81; RXF 393: 96

What do the screens show for `CC(C)CCC1(CCO)C(=O)N=C(N)NC1=O` (stereo not drawn)?
ACHN: 100; OVCAR-3: 121; TK-10: 113; OVCAR-8: 108; CAKI-1: 100; OVCAR-5: 103; RXF 393: 118

How did CCCCCC(=O)Oc1ccc(/C(=C(\C)c2ccccc2)c2ccc(OCCN(CC)CC)cc2)cc1 do in these assays?
ACHN: 88; OVCAR-3: 87; TK-10: 75; OVCAR-8: 82; CAKI-1: 100; OVCAR-5: 88; A498: 85; RXF 393: 67

Results for Cc1ccc(-c2c3c(nc4ncn5ncnc5c24)C(C)CCC3)cc1 (stereo not drawn) ?
ACHN: 97; OVCAR-3: 120; TK-10: 114; OVCAR-8: 99; OVCAR-5: 105; A498: 87; RXF 393: 96

What do the screens show for `COc1ccc(CSc2nc3cc(OC)c(OC)cc3c(=O)n2-c2ccccc2)cc1`?
OVCAR-3: 111; TK-10: 123; OVCAR-8: 91; CAKI-1: 97; A498: 114; RXF 393: 111

What do the screens show for `O=[N+]([O-])c1cccc(N=Cc2ccc3c(c2)OCO3)c1`?
ACHN: 122; OVCAR-3: 112; TK-10: 106; OVCAR-8: 97; CAKI-1: 98; OVCAR-5: 116; A498: 118; RXF 393: 118

What do the screens show for `CCCCC(CC)OC(=O)Cc1ccccc1` (stereo not drawn)?
ACHN: 115; OVCAR-3: 109; TK-10: 103; OVCAR-8: 109; CAKI-1: 104; OVCAR-5: 106; A498: 88; RXF 393: 113

How did COC(=O)c1cccc2c1c(/C=C1\NC(=S)NC1=O)cn2C do in these assays?
ACHN: 87; OVCAR-3: 108; TK-10: 90; OVCAR-8: 74; CAKI-1: 75; OVCAR-5: 86; A498: 116; RXF 393: 85

How did Cn1cc(-c2csc(-c3c[nH]c4ccccc34)n2)c2cccnc21 do in these assays?
ACHN: 52; OVCAR-3: -15*; TK-10: 48; OVCAR-8: 39; CAKI-1: 16; OVCAR-5: 54; A498: 14; RXF 393: 13

How did Nc1nc(SCc2ccccn2)c2ncn(C3OC(CO)C(O)C3O)c2n1 (stereo not drawn) do in these assays?
ACHN: 98; OVCAR-3: 109; TK-10: 103; OVCAR-8: 101; CAKI-1: 88; OVCAR-5: 109; A498: 111; RXF 393: 116

What do the screens show for `O=C(Nc1cccc([N+](=O)[O-])c1)N1CCCC1`?
ACHN: 106; OVCAR-3: 107; TK-10: 99; OVCAR-8: 106; CAKI-1: 97; OVCAR-5: 108; A498: 85; RXF 393: 106

What do the screens show for `CCOC(=O)C(Cl)(C(=O)OCC)C(=O)OCC`?
ACHN: 110; OVCAR-3: 97; TK-10: 117; OVCAR-8: 99; OVCAR-5: 98; A498: 105; RXF 393: 108

How did O=C(Nc1sc2c(c1C(=O)O)CCCC2)c1ccccc1 do in these assays?
ACHN: 101; OVCAR-3: 118; TK-10: 133; OVCAR-8: 108; CAKI-1: 97; OVCAR-5: 95; A498: 92; RXF 393: 108

Results for C/C(O)=C(/N=Nc1ccc(-c2nc3ccc(C)c(S(=O)(=O)O)c3s2)cc1)C(=O)Nc1ccccc1 ?
ACHN: 101; OVCAR-3: 99; TK-10: 133; OVCAR-8: 102; CAKI-1: 128; OVCAR-5: 90; A498: 124; RXF 393: 111

Results for COc1ccc(C2=C(CN)C(O)NC(=NCC(=O)c3ccc(CN)cc3)N2)cc1 (stereo not drawn) ?
ACHN: 101; OVCAR-3: 108; TK-10: 100; OVCAR-8: 95; CAKI-1: 87; OVCAR-5: 95; A498: 89; RXF 393: 106

Results for CCCC(=O)Oc1ccc(/C(=C(/C)Cc2cccc(OC)c2)c2ccc(OCCN3CCCCC3)cc2)cc1 ?
ACHN: 105; OVCAR-3: 110; TK-10: 108; OVCAR-8: 86; CAKI-1: 86; OVCAR-5: 97; RXF 393: 90

What do the screens show for `CS(=O)(=O)O[C@@H]1CO[C@H]2[C@@H]1OC[C@H]2OS(C)(=O)=O`?
ACHN: 98; OVCAR-3: 112; TK-10: 120; OVCAR-8: 101; CAKI-1: 104; OVCAR-5: 88; A498: 113; RXF 393: 119

How did O=C1CC(c2ccc(I)cc2)OC2C=Cc3ccccc3C12 (stereo not drawn) do in these assays?
ACHN: 109; OVCAR-3: 125; TK-10: 139; OVCAR-8: 104; CAKI-1: 92; OVCAR-5: 115; A498: 119; RXF 393: 107

Results for CCOC(=O)CSc1ccccc1 ?
ACHN: 95; OVCAR-3: 105; TK-10: 94; OVCAR-8: 104; CAKI-1: 110; OVCAR-5: 106; A498: 109

Results for CCN(CC)CCC12CC(C)OC1=Nc1ccccc1NC2=O (stereo not drawn) ?
ACHN: 108; OVCAR-3: 104; TK-10: 89; OVCAR-8: 101; CAKI-1: 81; OVCAR-5: 111; RXF 393: 112

Results for COC(=O)C1CCCC2(C1)OCCO2 (stereo not drawn) ?
ACHN: 112; OVCAR-3: 109; TK-10: 105; OVCAR-8: 111; CAKI-1: 99; OVCAR-5: 104; A498: 107; RXF 393: 119

Results for CN(Cc1ccccc1)c1nc(Cl)c(C2CC(c3ccc(Br)cc3)=NN2C=O)s1 (stereo not drawn) ?
ACHN: 100; OVCAR-3: 102; TK-10: 90; OVCAR-8: 100; CAKI-1: 80; OVCAR-5: 90; A498: 96; RXF 393: 98

Results for CCOC(=O)c1sc(NCC(=O)Nc2ccc(Cl)cc2[N+](=O)[O-])c(C(=O)OCC)c1C ?
ACHN: 105; OVCAR-3: 109; TK-10: 95; OVCAR-8: 102; CAKI-1: 97; OVCAR-5: 97; A498: 51; RXF 393: 105

How did COc1ccc(C(CC(CCNS(=O)(=O)c2ccc(C)cc2)OC)c2ccc3ccccc3c2)cc1 (stereo not drawn) do in these assays?
ACHN: 99; OVCAR-3: 97; TK-10: 111; OVCAR-8: 96; CAKI-1: 81; OVCAR-5: 105; A498: 103; RXF 393: 70

What do the screens show for `O=C(O)C(=S)Cc1ccco1`?
ACHN: 104; OVCAR-3: 112; TK-10: 110; OVCAR-8: 106; CAKI-1: 97; OVCAR-5: 120; A498: 98; RXF 393: 125

What do the screens show for `Cc1cc(C)nc(NS(=O)(=O)c2ccc(NCN3C(=O)c4ccccc4C3=O)cc2)n1`?
ACHN: 99; OVCAR-3: 107; TK-10: 109; OVCAR-8: 101; CAKI-1: 87; OVCAR-5: 104; A498: 79; RXF 393: 98

How did CC(C)NCC(O)COc1ccc(CC(N)=O)cc1 (stereo not drawn) do in these assays?
OVCAR-3: 114; TK-10: 105; OVCAR-8: 97; CAKI-1: 94; A498: 93; RXF 393: 111

Results for COC(=O)[C@]12CC[C@@H](C(=O)/C=C/c3cccnc3)[C@@H]1[C@H]1CC[C@@H]3[C@@]4(C)CCC(=O)NC(C)(C)[C@@H]4CC[C@@]3(C)[C@]1(C)CC2 ?
ACHN: 95; OVCAR-3: 106; TK-10: 126; OVCAR-8: 91; CAKI-1: 84; OVCAR-5: 111; A498: 76; RXF 393: 91

Quoted at random: six records from the list
What do the screens show for `Clc1ccc2c([C@H]3CC[C@H](c4c[nH]c5cc(Cl)ccc45)c4[nH]c5cc(Cl)ccc5c43)c[nH]c2c1`?
ACHN: 106; OVCAR-3: 107; TK-10: 99; OVCAR-8: 106; CAKI-1: 101; OVCAR-5: 112; RXF 393: 128

How did S=C1Nc2ccccc2Nc2ccccc21 do in these assays?
ACHN: 102; OVCAR-3: 103; TK-10: 97; OVCAR-8: 99; OVCAR-5: 105; A498: 81; RXF 393: 96

What do the screens show for `O=C(O)C(=S)Cc1ccco1`?
ACHN: 104; OVCAR-3: 112; TK-10: 110; OVCAR-8: 106; CAKI-1: 97; OVCAR-5: 120; A498: 98; RXF 393: 125

What do the screens show for `CCCN(CCC)S(=O)(=O)c1ccc(C(=O)O)cc1`?
ACHN: 94&89; OVCAR-3: 112&120; TK-10: 91&106; OVCAR-8: 97&109; CAKI-1: 56&98; OVCAR-5: 87; A498: 105&132; RXF 393: 60&114

Results for CCCC(=O)Oc1ccc(/C(=C(/C)Cc2cccc(OC)c2)c2ccc(OCCN3CCCCC3)cc2)cc1 ?
ACHN: 105; OVCAR-3: 110; TK-10: 108; OVCAR-8: 86; CAKI-1: 86; OVCAR-5: 97; RXF 393: 90

Results for Cc1ccc(-c2c3c(nc4ncn5ncnc5c24)C(C)CCC3)cc1 (stereo not drawn) ?
ACHN: 97; OVCAR-3: 120; TK-10: 114; OVCAR-8: 99; OVCAR-5: 105; A498: 87; RXF 393: 96

Screens from PubChem.
